CaV13 ICDI inh: Disruptors of the CACNA1D IQ motif to Ca2+-dependent inactivation inhibitor domain association, primary screening, Förster resonance energy transfer in intact living …; inhibition, % at 12.3 µM; 340,000 compounds, 0.098% hits; HEK cells, CFP/YFP FRET ICDI-IQ, plate reader, 10 min; percent FRET-ratio fall versus neutral wells;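 active = mean replicate inhibition of at least 30% and at least 1% of replicates passing that level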;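 also: 0% = median of the neutral control wells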
PDI inh: inhibitors of human PDI, primary screen, biochemical, turbidity, single point, plate reader; Protein disulfide-isomerase (Homo sapiens), P07237; PDI insulin aggregation turbidity, A650, 90 min; inhibition, % at 10 µM; 350,000 compounds, 0.052% hits; AID 588391, 2011;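 active = mean inhibition across replicates of 30% or more, whatever share of single replicates reach that level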;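 also: absorbance from insulin aggregation driven by PDI reduction with DTT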
Target sequence (P07237 whole entry, looked up): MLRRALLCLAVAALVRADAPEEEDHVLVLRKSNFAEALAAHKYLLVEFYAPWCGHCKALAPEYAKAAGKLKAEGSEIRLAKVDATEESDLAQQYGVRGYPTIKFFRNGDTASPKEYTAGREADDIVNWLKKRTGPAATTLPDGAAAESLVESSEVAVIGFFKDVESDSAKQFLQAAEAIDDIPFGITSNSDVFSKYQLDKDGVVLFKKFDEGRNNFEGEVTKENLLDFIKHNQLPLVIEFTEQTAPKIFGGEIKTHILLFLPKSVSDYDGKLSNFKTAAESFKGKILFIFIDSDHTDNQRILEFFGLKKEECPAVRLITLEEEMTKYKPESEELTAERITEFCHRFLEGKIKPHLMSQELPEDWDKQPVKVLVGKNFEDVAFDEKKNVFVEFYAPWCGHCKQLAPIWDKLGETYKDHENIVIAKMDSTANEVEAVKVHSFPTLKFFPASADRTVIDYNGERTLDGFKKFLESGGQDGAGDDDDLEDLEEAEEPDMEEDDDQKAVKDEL
iPSC survival up: enhancers of single-cell hiPSC survival, primary screen, ATPlite luminescence. 100% = ROCK inhibitor wells, 0% = DMSO. 360,000 compounds, 0.044% hits. survival enhancement, % at 20 µM; in the data active = survival enhancement above about 18%;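 also: cells exposed to compounds for 16 hours before the ATP read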
aDG glyco up: activators of alpha-DG glycosylation, primary screen, uHTS, Pro5-aDG cells, AlphaScreen; alpha-DG glycosylation AlphaScreen (IIH6); 0% Pro5, 100% B10-LARGE cell signal; activation, % at 10 µM; 360,000 compounds, 0.22% hits;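 active = activation of at least 8% versus controls, or a plate z-score of at least 8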;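 also: Pro5 are CHO cells carrying HIG-tagged alpha-DG that lacks glycosylation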
ABCB6 inh MLPCN: ABCB6 transporter inhibitors, primary screen, K562-ABCB6 cells, flow cytometry, MLPCN library; 360,000 compounds, 0.19% hits; fluorescence ratio to DMSO, % at 10 µM; ATP-binding cassette sub-family B member 6 (Homo sapiens), Q9NP58; K562-ABCB6 porphyrin accumulation, 1 h; active compounds read low;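 active = fluorescence ratio to DMSO below 75%, the collection mean minus 3 SD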;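 also: signal is porphyrin accumulated inside mitochondria; 100% equals median channel fluorescence of DMSO control wells; lower ratio means ABCB6 inhibition with less porphyrin fluorescence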
Vif imaging: HIV Vif self-association inhibitors, primary screen, imaging, HEK293T, single point; HEK293T cells, Vif self-association by quenched fluorescence, 24 h; inhibition, % at 7.49 µM; 340,000 compounds, 0.35% hits; AID 602346, 2012; in the data active = inhibition above about 50%, passing the limit was not always enough; also: some results filed as inactive read as strong as hits
HTR2A ag: mouse Htr2a agonists via beta-arrestin recruitment, primary screen, cell-based, luminescence. activation, % at 7.6 µM. CHO-K1 mHTR2A beta-arrestin complementation; percent of 30 µM serotonin response. 5-hydroxytryptamine receptor 2A (Mus musculus), P35363. AID 624169, 2012. 360,000 compounds, 0.66% hits;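 active = activation above a run cutoff, the mean activation of all tested compounds plus 3 SD, cut at about 14% in these data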;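 also: 0% = plate median of compound wells and 100% = 30 µM serotonin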
Target sequence (P35363 whole entry, looked up): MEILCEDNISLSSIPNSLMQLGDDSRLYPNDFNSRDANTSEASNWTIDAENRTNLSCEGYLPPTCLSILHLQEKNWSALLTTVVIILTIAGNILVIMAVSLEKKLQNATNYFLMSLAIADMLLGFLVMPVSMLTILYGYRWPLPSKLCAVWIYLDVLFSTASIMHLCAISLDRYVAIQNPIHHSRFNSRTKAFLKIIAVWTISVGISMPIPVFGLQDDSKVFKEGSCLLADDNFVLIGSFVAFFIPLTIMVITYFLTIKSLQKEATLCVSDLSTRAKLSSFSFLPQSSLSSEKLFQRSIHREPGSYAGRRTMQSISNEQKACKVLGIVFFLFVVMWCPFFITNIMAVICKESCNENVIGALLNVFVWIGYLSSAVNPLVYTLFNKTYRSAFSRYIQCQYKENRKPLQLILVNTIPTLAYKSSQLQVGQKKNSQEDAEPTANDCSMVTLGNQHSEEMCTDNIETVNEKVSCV
N-glyco inh: increase of ERlucT glycosylation luciferase signal, primary screen, N-linked glycosylation inhibitor project, D54 ERlucT cells, luminescence, set 2; reporter increase, % at 12.5 µM; 360,000 compounds, 0.23% hits; AID 588692, 2011; D54 ERlucT glycosylation luciferase reporter, 24 h; percent of 100 nM tunicamycin response;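 active = mean luciferase reporter signal, scaled so untreated is 0 and the glycosylation-blocking control 100, at or above a set limit in every replicate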;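 also: luciferase carries N-glycosylation sites so blocking glycosylation raises the light; 0% = median of neutral control wells and 100% = median of 100 nM tunicamycin wells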
Cardio protect: cardioprotection against H2O2-induced cell death, primary screen, uHTS, H9c2 cells, ATPLite luminescence | H9c2 cardiomyocytes, H2O2 injury protection, 2 h | protection from H2O2 cell death, % at 20 µM | AID 588492, 2011 | 360,000 compounds, 0.63% hits;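 active = compounds giving at least 50% protection of heart cells from peroxide-induced death in the single-dose screen, raw or plate-pattern-corrected value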;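 also: 0% = DMSO wells with peroxide and 100% = DMSO wells without peroxide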
Granule exo inh: LAMP-1 surface exposure blockers, TALL-104 cells – cell-based, flow cytometry, MLPCN library, primary screen; inhibition, % at 10 µM; TALL-104 LAMP-1 surface exposure; cells stimulated with thapsigargin and PMA; 360,000 compounds, 0.66% hits;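 active = inhibition above about 55%, limit read from the data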
* = called active by the depositor; / = no result given.

The first two records (preview)
Molecule	Cardio protect	aDG glyco up	ABCB6 inh MLPCN	iPSC survival up	Vif imaging	Granule exo inh	N-glyco inh	CaV13 ICDI inh	HTR2A ag	PDI inh
COc1cc2c(cc1OC)C(C(=O)N(C)Cc1ccccc1)C(c1cccnc1)N(C)C2=O (stereo unspecified)	7	0.0	99	-0.2	-2	-1	1	-7	-1	0
CCN1C=C(Cc2ccc(OC)cc2)C2=C(C1)C(c1ccc(OC)cc1)C(C#N)=C(N)O2 (stereo unspecified)	-3	0.0	115	0.9	-10	-2	-3	-3	4	-2

All compounds of this part (from the top)
Molecule	Cardio protect	aDG glyco up	ABCB6 inh MLPCN	iPSC survival up	Vif imaging	Granule exo inh	N-glyco inh	CaV13 ICDI inh	HTR2A ag	PDI inh
COc1cc2c(cc1OC)C(C(=O)N(C)Cc1ccccc1)C(c1cccnc1)N(C)C2=O (stereo unspecified)	7	0.0	99	-0.2	-2	-1	1	-7	-1	0
CCN1C=C(Cc2ccc(OC)cc2)C2=C(C1)C(c1ccc(OC)cc1)C(C#N)=C(N)O2 (stereo unspecified)	-3	0.0	115	0.9	-10	-2	-3	-3	4	-2
CCOC(=O)C1CCN(C(=O)c2ccc(CNS(=O)(=O)c3ccc(C)cc3)cc2)CC1	-1	0.1	94	0.4	-2	-6	1	-5	-3	0
O=C(NCc1ccccc1)C1CC(=O)N(c2ccc(OCC(=O)N3CCCC3)cc2)C1 (stereo unspecified)	-1	4.5	96	4.3	-4	-5	3	/	-1	8
COc1ccc(/C=C/C(O)=C2/C(=O)NC3(C)CC2c2ccccc2O3)c(OC)c1OC (stereo unspecified)	8	-0.1	96	-0.5	0	9	6	-7	-1	-3
CCOc1ccc2oc(C(=O)NCC(C)(C)CN(C)C)c(C)c2c1	-3	0.5	100	-0.7	-2	0	-3	-17	-6	-2
Cc1ccc(C)c(S(=O)(=O)Nc2ccc3[nH]c(=O)[nH]c3c2)c1	-9	0.0	94	0.0	-42	-15	-1	-5	-2	4
CC12CCC(C(=O)N(c3ccc(Cl)cc3)C1=O)C2(C)C (stereo unspecified)	0	0.0	102	4.4	2	4	0	-3	0	-2
CCOc1c(Cl)cnn(-c2ccc(C)cc2)c1=O	5	0.1	104	0.0	10	2	0	-1	5	-3
O=C(C1CCCO1)N1CCN(C(=S)Nc2ccccc2F)CC1 (stereo unspecified)	8	-0.1	101	5.4	11	-1	1	-4	2	-2
O=C(CSc1nnc(-c2cccc(Br)c2)o1)N1CCNC1=O	-3	-0.1	94	0.5	5	10	4	-5	2	-2
CCCCCOc1ccc(C(C)(O)C(CN2CCOCC2)c2ccccc2)cc1 (stereo unspecified)	-3	0.1	99	-0.4	1	-6	-5	-18	-8	1
Cc1ccc(S(=O)(=O)N2CCC(C(=O)NNC(=O)c3cccnc3)CC2)cc1	7	0.1	95	-0.5	-1	0	3	/	5	12
Cc1cc(C)n(/N=C/c2c[nH]c3ccccc23)c(=O)c1	4	-0.2	101	2.6	4	-1	0	-4	5	-2
COc1ccc(-c2noc3c2-c2nc(-c4ccccc4F)sc2CC3)cc1	-4	-0.2	100	-0.5	/	-6	-5	-9	-4	1
O=C(NCC1CC1)c1ccc2c(c1)S(=O)(=O)c1cc(Cl)ccc1C2=O	25	0.0	95	4.1	-6	1	2	-11	-1	-4
C=CCn1c(-c2ccc3ncccc3c2)n[nH]c1=S	0	-0.1	100	-0.1	1	2	1	-2	-1	10
CC1CCN(C(=O)c2ncn3c2c(=O)[nH]c2ccc(Br)cc23)CC1	14	0.1	100	-0.7	-3	2	-8	-5	2	-16
COc1cc(CN2CCC(n3nccc3NC(=O)C3CC3)CC2)cc(OC)c1	-1	0.3	95	-0.2	-4	-3	0	-6	1	4
Cc1ccc(-n2c(C)nc3ncnc(-c4ccccc4)c32)cc1	-6	-0.2	102	-1.2	-3	-1	-2	-2	3	-2
CCOC(=O)C1=C(c2ccccc2)NC(=O)NC1c1ccc(OC)cc1 (stereo unspecified)	5	-0.1	102	-0.8	2	-3	-1	17	6	0
CCOC(=O)c1c[nH]c(=S)n(-c2ccccc2)c1=O	4	0.1	92	2.7	-13	-5	-1	-11	2	0
CC(C)NC(=O)c1onc(CSc2cccc(Cl)c2)c1C(=O)O	4	0.0	102	-0.6	-3	-2	-1	-9	4	1
CC(=NCCN1CCN(C(=S)Nc2ccccc2)CC1)C1=C(O)CC(C)(C)CC1=O	0	-0.2	88	-1.2	-1	-2	0	-5	0	-4
COc1cccc(C(CC(=O)NCC2CCCO2)NS(=O)(=O)c2ccc(C)cc2)c1OC (stereo unspecified)	5	0.7	100	3.9	-3	3	2	-1	1	4

(continued)
Molecule	Cardio protect	aDG glyco up	ABCB6 inh MLPCN	iPSC survival up	Vif imaging	Granule exo inh	N-glyco inh	CaV13 ICDI inh	HTR2A ag	PDI inh
O=C(NCc1ccc(Cl)cc1)C(=O)c1c[nH]c2ccccc12	-8	-0.1	102	-0.2	-2	-2	-1	3	1	3
O=c1c(-c2ccc3c(c2)OCCO3)coc2cc(O)cc(O)c12	-10	-0.1	101	-1.1	3	-4	-5	-4	-3	12
CC(C)=C(NC(=O)c1ccccc1)C(=O)N/N=C/c1ccc(O)cc1	1	-0.3	110	-1.3	12	2	-1	-5	1	2
O=C1CN(C(=O)CSc2nnc(Nc3ccccc3)s2)c2ccccc2N1	-1	-0.1	106	1.6	-10	8	-2	-4	2	7
O=C(N/N=C(\CC(=O)c1cccs1)C(F)(F)F)c1ccncc1	-2	-0.3	96	-0.8	-5	-4	-11	-17	-4	-1
Cc1cc(C)cc(NC(=O)NN2C(C)CCCC2C)c1 (stereo unspecified)	-1	0.1	95	3.5	-8	-7	-2	3	1	8
Cc1ccc(C)c(SCc2noc(C(=O)NCC3CCCO3)c2C(=O)O)c1 (stereo unspecified)	0	0.1	95	-1.2	-17	43	4	-4	2	-7
O=P(c1ccccc1)(c1ccccc1)C(O)c1ccc(Br)cc1 (stereo unspecified)	2	0.0	99	0.4	-5	60*	0	-6	-1	-4
Cc1ccc(C(C)C)c(OCCN2C(=O)NC(C)(C)C2=O)c1	4	0.1	96	0.4	-5	-4	-2	-5	1	-2
COc1ccc(CNc2cc([N+](=O)[O-])ccc2OC)cc1	-6	-0.2	91	5.5	/	1	-3	-7	-2	2
NC(=O)c1cc(S(=O)(=O)NCCc2ccc(S(N)(=O)=O)cc2)cs1	-2	-0.2	96	-0.5	6	9	1	-3	3	7
C/C(Cl)=C\CNC(C)c1ccccc1 (stereo unspecified)	10	0.1	95	1.0	/	1	-2	/	0	10
CC(C)(C)[C@@H]1C=C(C(=O)N2CCOCC2)O[C@H](OCc2ccc(CO)cc2)C1	4	0.0	100	-2.6	3	4	5	-3	-1	2
CC(=O)/C(=C/N(C)C)C(=O)Nc1ccc(Cl)cc1Cl	-7	0.4	92	-0.6	-3	2	-2	-7	4	-3
Cc1ccc(NC(=S)N2CCC(O)CC2)c(C)c1	7	0.3	101	-0.5	-1	1	1	0	-2	-6
COc1ccc(Cl)cc1C(=O)Nc1ccc(S(N)(=O)=O)cc1	1	-0.1	96	0.4	-4	7	0	-2	6	8
O=C(Cn1c(=S)[nH]c2ccccc21)c1ccccc1	2	0.1	92	-0.3	-1	2	1	-5	6	-1
COCCCNC(=S)N/N=C/c1ccccc1O	-1	1.3	98	0.3	-6	-7	-1	-5	0	8
Cc1ccc(N=C(NOC(=O)c2ccccc2)c2nonc2N)c(C)c1	5	0.5	101	3.3	10	26	1	/	0	1
CCCC(=O)Nc1c2c(nn1-c1ccc(C)cc1)CS(=O)(=O)C2	5	-0.2	104	-0.3	4	2	2	-4	7	-2
CC(C)N1CCC2(CC1)N=C(c1ccc3c(c1)OCO3)CC(c1cc(Cl)ccc1O)N2 (stereo unspecified)	2	-0.5	101	-6.6	-1	9	15	-4	-7	8
COc1cc(NC(=O)CCN2CCOCC2)cc(OC)c1	-7	0.1	106	0.1	-4	-3	0	-3	-1	-2
CC(C(=O)N1CCN(c2ccc([N+](=O)[O-])cc2)CC1)N1C(=O)C2CC=CCC2C1=O (stereo unspecified)	-3	0.2	96	-0.2	-3	-1	1	-5	-4	15
CCn1nc(C)c(Br)c1-c1nc(CS(=O)(=O)c2ccsc2)no1	4	-0.3	91	0.1	56*	6	0	-15	2	-7
O=C(NNC(=S)Nc1ccc(F)cc1)c1cccc([N+](=O)[O-])c1	-2	-0.2	93	-0.5	-2	-5	-1	-3	0	0

Further compounds
Molecule	Cardio protect	aDG glyco up	ABCB6 inh MLPCN	iPSC survival up	Vif imaging	Granule exo inh	N-glyco inh	CaV13 ICDI inh	HTR2A ag	PDI inh
Cc1cc(NC(=O)COC(=O)C2CC(=O)N(c3ccc(Br)cc3)C2)no1 (stereo unspecified)	2	0.0	80	0.2	0	-4	1	-7	-6	-1
COc1ccccc1NS(=O)(=O)c1ccc(Cl)c(NC(=O)CN2C(=O)c3ccccc3C2=O)c1	3	-0.4	100	-1.7	3	1	1	-4	5	17
O=C(CSc1nc(O)c(Cc2ccccc2)c(=O)[nH]1)Nc1nnc(SCc2ccccc2)s1	4	-0.5	99	0.2	12	-6	1	-23	3	15
COC(=O)CC1C(=O)NCCN1C(=O)CSc1nnnn1-c1ccc(OC)cc1 (stereo unspecified)	7	-0.1	94	1.9	20	0	-1	-6	6	-2
Cc1ccc(-c2c(C)n([O-])c3c([n+]2=O)CCCC3)cc1	5	0.0	91	-0.2	0	2	1	-5	5	8
COc1cc2c(cc1OC)CN(C(=O)c1cc(S(=O)(=O)N3CCOCC3)c(Cl)cc1Cl)CC2	-2	1.6	98	-0.3	-26	15	-2	/	1	-10
O=C(CN1CCN(c2ccc(O)cc2)CC1)Nc1cc(S(=O)(=O)N2CCCCC2)ccc1Cl	-10	0.2	93	0.1	-4	-2	-4	0	-3	1
Cc1[nH][nH]c(=O)c1N=Nc1ccc(F)cc1	-5	0.0	100	-0.6	-6	12	0	-18	-7	2
O=S(=O)(NCc1cccnc1)c1ccc(Cl)c2ccccc12	-14	0.0	103	-0.5	-8	0	-5	-3	-5	-4
Cc1cccc(C(=O)c2ccccc2C(=O)O)c1O	4	0.0	102	0.7	9	5	3	-5	0	1
COc1ccc(N2CCN(C(=O)CNC(=O)c3cn(-c4ccccc4OC)c(=O)c4ccccc34)CC2)cc1	3	0.1	97	0.4	-2	-4	-1	2	-1	-4
CCOC(=O)c1oc2ccccc2c1NC(=O)C(C)(C)C	0	0.0	95	-0.2	-2	2	-1	6	2	-1
CCC(C(=O)OCC(=O)Nc1ccc(C)c(S(=O)(=O)N2CCOCC2)c1)c1ccccc1 (stereo unspecified)	2	0.1	99	-0.4	2	0	-2	-4	0	-12
CCOc1ccc(C(=O)NCCC2=CCCCC2)cc1OCC	-3	0.6	97	1.5	-3	-3	-1	3	-4	-5
CC1=CC=CC2=NC(=O)CC(C)(C(=O)N(CC(=O)NC3CCCC3)c3ccccc3C)N12 (stereo unspecified)	1	0.0	99	0.8	4	-1	0	-6	1	8
